Compound activity as filed in PubChem BioAssay.
NPC1 prom act: NPC1 promoter activation | Huh7 NPC1 promoter luciferase reporter, 24 h | Potency, µM (top dose mostly 9.22 µM), for inactives: at the top dose activation, most hits filed as activators | hit rate 2.4% among 320,000;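 also: % of control where 0% means no effect; nearly all actives have a fitted effect of over 60% in size; reporter is driven by a mutant NPC1 promoter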
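Huh7 cells stably carrying NPC1 promoter–luciferase, plated in Opti-MEM with 10% FBS for 2 h, were exposed to compound in DMSO for 24 h at 37 °C; luciferase reagent was added for 10 min and luminescence read.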
BRCA1 expr up: BRCA1 expression activation; hit rate 1.1% among 380,000; Potency, µM (top dose mostly 46.1 µM), for inactives: at the highest dose activation, usual class: activators; MCF7-BRCA1-FFLuc reporter, luminescence, 48 h; response scale: scaled: vehicle 0%, 10 µM genistein 100%; also: nearly all actives have a fitted effect of over 80% in size; some results filed as inactive show a strong effect at the top dose
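Luminescence from a BRCA1-driven firefly luciferase in MCF7 cells was read after 48 h compound exposure at 37 C. Data normalized against DMSO and a 10microM genistein activation control, then curve-fitted across the titration.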
Gal4-VP16 FLuc: Gal4-VP16 reporter inhibition counter-screen | Potency, µM (series often up to 53.6 µM), inactives show at the top dose activity, negative = inhibition, hits mostly inhibitors | hit rate 3.5% among 310,000 | AID 2546 | Drosophila S2 Gal4-VP16 UAS-luciferase, luminescence, 20 h;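 also: Gal4-VP16 expression switched on by copper sulfate through the metallothionein promoter; % is scaled to controls: 0 for no effect and ±100 for the full control effect; nearly all actives have a fitted effect of over 50% in size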
CXXC DNA block: inhibitors of human MLL CXXC domain-DNA interaction | AID 2662 | hit rate 0.037% among 290,000 | Q03164 | MLL-CXXC / FITC-HOXA9 DNA fluorescence polarization | Potency, µM (doses to about 115 µM), inactives show at the top dose activity change, negative = inhibition, most hits filed as inhibitors; active = well fitted inhibition curve with a large enough effect in the polarisation, with a control signal flat, not every such curve was filed as active; inconclusive = small, poorly fitted or top-dose-only effect, or effect the other way, or a change in a side signal; inactive = no such curve, though single readings can be large or run the other way; the % refers to the polarisation
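Steps: dispense CXXC domain solution (7 uM) → pin compounds or unlabeled HOX-A9 DNA control → 5 min ambient → add FLSN-HOX-A9 solution (50 nM) → spin → 30 min ambient → fluorescence polarization. Tris pH 7.5/NaCl/DTT/BSA buffer.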
uPA surface inh: inhibitors of cell surface uPA generation; Potency, µM (series often up to 38.3 µM), for inactives: top-dose activity change, negative = inhibition, actives largely listed as inhibitors; hit rate 0.31% among 330,000; cell surface uPA generation assay, qHTS; AID 540303; active = well fitted inhibition curve with a large enough effect; inconclusive = small, poorly fitted or top-dose-only effect; inactive = no such curve, though single readings can be large or run the other way; tested in mouse RAW 264.7 cells; also: % is scaled to controls: 0 for no effect and ±100 for the full control effect; nearly all actives have a fitted effect of over 55% in size
RORg inh: ROR gamma (mouse) transcription inhibition; hit rate 5.4% among 310,000; Potency, µM (highest dose often 53.6 µM), for inactives: at the highest dose activity change, negative = inhibition, usual class: inhibitors; Drosophila S2 Gal4-RORgamma UAS-luciferase reporter, 20 h; P51450; AID 2551; also: % is scaled to controls: 0 for no effect and ±100 for the full control effect; nearly all actives have a fitted effect of over 60% in size
Target sequence (P51450 whole entry, looked up, the tested form may be a part): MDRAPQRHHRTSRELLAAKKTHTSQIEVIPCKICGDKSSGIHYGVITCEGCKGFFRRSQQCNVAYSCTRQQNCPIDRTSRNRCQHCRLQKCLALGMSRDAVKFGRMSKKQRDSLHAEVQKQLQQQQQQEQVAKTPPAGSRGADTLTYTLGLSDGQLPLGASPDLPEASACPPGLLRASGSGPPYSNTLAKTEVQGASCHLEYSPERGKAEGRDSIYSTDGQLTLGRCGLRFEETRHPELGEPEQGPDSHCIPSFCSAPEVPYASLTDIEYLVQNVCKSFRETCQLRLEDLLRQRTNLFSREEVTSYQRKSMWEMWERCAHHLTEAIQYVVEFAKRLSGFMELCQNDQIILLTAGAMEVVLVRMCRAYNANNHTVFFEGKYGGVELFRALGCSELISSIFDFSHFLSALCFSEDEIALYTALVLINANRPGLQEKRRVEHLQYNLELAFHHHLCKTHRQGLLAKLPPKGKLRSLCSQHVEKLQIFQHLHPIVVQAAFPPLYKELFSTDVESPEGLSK
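Compounds are pin-transferred onto Drosophila Schneider cells expressing a copper-inducible Gal4–ROR gamma transactivation domain fusion. After 1 hr, copper sulfate is added to 700 uM final; luciferase is read 20 hr later.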
Rab9 promoter act: Rab9 promoter activation. Huh7 Rab9 promoter-luciferase reporter, luminescence, 24 h. Potency, µM (highest dose often 9.22 µM), inactives show at the highest dose activation, negative = inhibition, usual class: activators. hit rate 2.8% among 320,000. AID 485297; also: % of control where 0% means no effect; nearly all actives have a fitted effect of over 60% in size
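Quantitative HTS format; Huh7 Rab9-luciferase reporter cells (1500/well) receive compound 2 h post-plating, incubate 24 h at 37 °C, then get luciferase reagent for 10 min before luminescence reading.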
FLuc counter: counter-screen for miR-21 project: firefly luciferase inhibitors or activators. purified FLuc, Km substrates, luminescence inhibition. P08659. hit rate 6.9% among 360,000. Potency, µM (series often up to 57.5 µM), for inactives: top-dose activity change, negative = inhibition, most hits filed as inhibitors;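 also: plate controls were vehicle for no effect and reference inhibitor for full effect; nearly all actives have a fitted effect of over 55% in size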
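Purified P. pyralis luciferase, 10 nM final, with Km-level 10 uM D-luciferin and 10 uM ATP in 50 mM Tris acetate pH 7.5, 10 mM Mg acetate, 0.01% Tween-20, 0.05% BSA; 6-point qHTS titration about 60 µM downward; luminescence read.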
p53 reactivator: re-activators of mutant p53; AID 504706; H1299 p53-A138V BP100-luciferase reporter, luminescence, 24 h; Potency, µM (highest dose often 92.2 µM), inactives show at the highest dose activity change, positive = activation, most hits filed as activators; hit rate 0.063% among 320,000; also: % of control where 0% means no effect; nearly all actives have a fitted effect of over 45% in size
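p53-null H1299 cells stably carrying temperature-sensitive p53-A138V and a BP100-luciferase reporter were pinned with compounds (4-point, 1:5 series) and held 24 hrs at 37 deg C. Luminescence was read 10 min after detection reagent.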
MBNL1-CUG inh: blocks human MBNL1 binding to CUG repeat RNA; TR-FRET MBNL1-His/biotin-(CUG)12 binding, 665/545 ratio; hit rate 0.036% among 280,000; Q9NR56; Potency, µM (highest dose often 57.5 µM), for inactives: top-dose activity change, negative = inhibition, usual class: inhibitors; active = well fitted inhibition curve with a large enough effect in the signal ratio, with a control signal flat, not every such curve was filed as active; inconclusive = small, poorly fitted or top-dose-only effect, or effect the other way, or a change in a side signal; inactive = no such curve, though single readings can be large or run the other way; the % refers to the signal ratio; also: % is scaled to controls: 0 for no effect and ±100 for the full control effect
Target sequence (Q9NR56 whole entry, looked up): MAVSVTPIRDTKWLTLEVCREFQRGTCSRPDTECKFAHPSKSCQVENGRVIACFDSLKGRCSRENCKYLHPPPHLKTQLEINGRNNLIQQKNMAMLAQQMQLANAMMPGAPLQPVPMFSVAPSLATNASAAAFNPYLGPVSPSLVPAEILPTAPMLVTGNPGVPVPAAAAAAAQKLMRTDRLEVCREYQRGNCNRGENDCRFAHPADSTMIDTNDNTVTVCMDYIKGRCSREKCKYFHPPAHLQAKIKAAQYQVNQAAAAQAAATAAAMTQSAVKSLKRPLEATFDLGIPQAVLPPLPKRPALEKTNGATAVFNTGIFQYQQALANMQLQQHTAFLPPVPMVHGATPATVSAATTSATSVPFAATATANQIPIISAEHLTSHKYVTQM
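Inhibition of protein-RNA binding appears as loss of TR-FRET between terbium anti-His antibody on MBNL1-His and streptavidin-XL665 on biotin-(CUG)12. Activity is normalized to buffer-only and uninhibited-complex controls.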
ELG1 genotoxic: genotoxicity induction in ELG1-luciferase HEK293T cells | HEK293T ELG1-luciferase reporter, luminescence, 16 h | Potency, µM (highest dose often 46 µM), for the others: at the top dose activity change, positive = activation, hits mostly activators | hit rate 1.3% among 330,000 | AID 504466; also: % of control where 0% means no effect; nearly all actives have a fitted effect of over 60% in size
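Screening used a luciferase reporter fused to human ELG1 in HEK293T cells. Luminescence was read on a CCD plate imager after 16 hr exposure and 30 min ONE-Glo incubation.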
Starred values were filed as active, the others as inactive; [ ] = dose if it differs, or a comment. Unless noted, calls follow the shape of the dose curve; as a rule, active = well fitted curve in the direction sought with a large enough effect; inconclusive = small, poorly fitted or top-dose-only effect, or another doubt; inactive = no such curve, though single readings can be large; an effect the other way counts as inactive or inconclusive. Potency is read from the fitted curve at half-maximal effect. These rows are one share of the data; the hit share may differ from the screen's.

What do the screens show for `Cc1cc(C(=O)OCC(=O)Nc2sc3c(c2C#N)CCC(C)C3)c2ccccc2n1` (configuration not stated)?
NPC1 prom act: 0%; BRCA1 expr up: -1%; Gal4-VP16 FLuc: 3%; CXXC DNA block: -2%; uPA surface inh: -3%; RORg inh: 30%; Rab9 promoter act: -1%; FLuc counter: inconclusive; p53 reactivator: 6%; MBNL1-CUG inh: -10%; ELG1 genotoxic: 7%

How did COc1ccc(S(=O)(=O)N2CCN(Cc3ccc4c(c3)OCO4)CC2)c2ccccc12 do in these assays?
NPC1 prom act: -2%; BRCA1 expr up: 0%; Gal4-VP16 FLuc: 2%; CXXC DNA block: 2%; uPA surface inh: -2%; RORg inh: -14%; Rab9 promoter act: -3%; FLuc counter: -1%; p53 reactivator: 0%; MBNL1-CUG inh: 1%; ELG1 genotoxic: 2%

Results for c1cc(C(c2nnnn2C2CCCC2)N2CCOCC2)ccn1 (configuration not stated) ?
NPC1 prom act: -2%; BRCA1 expr up: -4%; Gal4-VP16 FLuc: 7%; CXXC DNA block: -6%; uPA surface inh: 1%; RORg inh: inconclusive; Rab9 promoter act: -6%; FLuc counter: -2%; p53 reactivator: 3%; MBNL1-CUG inh: inconclusive; ELG1 genotoxic: -4%

How did O=C(Cn1c(=O)c2cccn2c2ccc(F)cc21)NCCCN1CCN(c2ccccc2F)CC1 do in these assays?
NPC1 prom act: -3%; BRCA1 expr up: -1%; Gal4-VP16 FLuc: -4%; CXXC DNA block: 10%; uPA surface inh: -2%; RORg inh: -9%; Rab9 promoter act: 1%; FLuc counter: 0%; p53 reactivator: 9%; MBNL1-CUG inh: 2%; ELG1 genotoxic: -1%

How did CC(Oc1ccc(F)cc1Br)c1nc2ccccc2c(=O)[nH]1 (configuration not stated) do in these assays?
NPC1 prom act: 8%; BRCA1 expr up: 55%; Gal4-VP16 FLuc: 28%; CXXC DNA block: -9%; uPA surface inh: -5%; RORg inh: -10%; Rab9 promoter act: 14%; FLuc counter: inconclusive; p53 reactivator: 12%; MBNL1-CUG inh: 1%; ELG1 genotoxic: inconclusive

How did COc1ccc(C(=O)/C=C/Nc2ccccn2)c(OC)c1 do in these assays?
NPC1 prom act: 0.56µM*; BRCA1 expr up: inconclusive; Gal4-VP16 FLuc: -21%; CXXC DNA block: 1%; uPA surface inh: -6%; RORg inh: -3%; Rab9 promoter act: 0.89µM*; FLuc counter: 3.4µM*; p53 reactivator: 12%; MBNL1-CUG inh: inconclusive; ELG1 genotoxic: 1.8µM*

What do the screens show for `Cn1nc(-c2ccccc2)c(C(O)c2ccccc2C(F)(F)F)c1Cl` (configuration not stated)?
NPC1 prom act: 0%; BRCA1 expr up: 0%; Gal4-VP16 FLuc: -9%; CXXC DNA block: -7%; RORg inh: inconclusive; Rab9 promoter act: 1%; FLuc counter: -35%; p53 reactivator: -9%; MBNL1-CUG inh: -6%; ELG1 genotoxic: -5%

What do the screens show for `CC(C)(C)C1CCc2onc(C(=O)Nc3ccc4c(c3)OCO4)c2C1` (configuration not stated)?
NPC1 prom act: 2%; BRCA1 expr up: -13%; Gal4-VP16 FLuc: -21%; CXXC DNA block: 18%; uPA surface inh: 0%; RORg inh: -30%; Rab9 promoter act: -2%; FLuc counter: 4%; p53 reactivator: -1%; MBNL1-CUG inh: 1%; ELG1 genotoxic: -1%

Results for CCCC[C@]12Cc3ccccc3C(O1)c1c(cc(-c3ccccc3)oc1=O)O2 ?
NPC1 prom act: -18%[1.84 µM]; Gal4-VP16 FLuc: inconclusive; CXXC DNA block: 9%[23 µM]; RORg inh: -115%[10 µM]; Rab9 promoter act: -15%[1.84 µM]; FLuc counter: -19%[11.5 µM]; MBNL1-CUG inh: inconclusive

Results for CC1(c2nnc(-c3ccc(F)cc3)o2)CC(c2ccc(F)cc2)=NO1 (configuration not stated) ?
NPC1 prom act: -11%; BRCA1 expr up: -1%; Gal4-VP16 FLuc: 1%; CXXC DNA block: 6%; uPA surface inh: 3%; RORg inh: 22%; Rab9 promoter act: 0%; FLuc counter: -2%; p53 reactivator: -3%; MBNL1-CUG inh: -12%; ELG1 genotoxic: 1%

The closing 2 compounds of the section before lead into the next:
Results for CCCC[C@]12Cc3ccccc3C(O1)c1c(cc(-c3ccccc3)oc1=O)O2 ?
NPC1 prom act: -18%[1.84 µM]; Gal4-VP16 FLuc: inconclusive; CXXC DNA block: 9%[23 µM]; RORg inh: -115%[10 µM]; Rab9 promoter act: -15%[1.84 µM]; FLuc counter: -19%[11.5 µM]; MBNL1-CUG inh: inconclusive

Results for CC1(c2nnc(-c3ccc(F)cc3)o2)CC(c2ccc(F)cc2)=NO1 (configuration not stated) ?
NPC1 prom act: -11%; BRCA1 expr up: -1%; Gal4-VP16 FLuc: 1%; CXXC DNA block: 6%; uPA surface inh: 3%; RORg inh: 22%; Rab9 promoter act: 0%; FLuc counter: -2%; p53 reactivator: -3%; MBNL1-CUG inh: -12%; ELG1 genotoxic: 1%

Results for O=C(O)c1cnn2c(-c3ccccc3)ccnc12 ?
NPC1 prom act: 3%; BRCA1 expr up: 1%; Gal4-VP16 FLuc: -4%; CXXC DNA block: -1%; uPA surface inh: 0%; RORg inh: 1%; Rab9 promoter act: -1%; FLuc counter: 3%; MBNL1-CUG inh: 14%; ELG1 genotoxic: 0%

Results for O=C(CCN1C(=O)COc2ccccc21)N1CCN(c2ccccc2)CC1 ?
NPC1 prom act: -6%; BRCA1 expr up: 0%; Gal4-VP16 FLuc: 2%[10 µM]; CXXC DNA block: 3%; uPA surface inh: -1%; RORg inh: 15%; Rab9 promoter act: -5%; FLuc counter: 2%; p53 reactivator: -3%; MBNL1-CUG inh: -4%; ELG1 genotoxic: -1%

What do the screens show for `COc1cccc(CN2CCC(N(CCc3ccccc3)Cc3ccccc3)CC2)c1OC`?
NPC1 prom act: -2%; BRCA1 expr up: -58%; Gal4-VP16 FLuc: -26%; CXXC DNA block: -11%; uPA surface inh: -8%; RORg inh: -8%; Rab9 promoter act: -6%; FLuc counter: 2%; p53 reactivator: 16%; ELG1 genotoxic: -6%

Results for COc1ccc2ccc3c(c2c1)N=C[C@]1(O3)N(C)c2ccccc2C1(C)C ?
NPC1 prom act: -2%; BRCA1 expr up: -78%; Gal4-VP16 FLuc: inconclusive; CXXC DNA block: 7%; uPA surface inh: -8%; RORg inh: 13µM*; Rab9 promoter act: 1%; FLuc counter: 0%; p53 reactivator: -8%; MBNL1-CUG inh: 6%; ELG1 genotoxic: -1%

How did C=C1C2C[C@H](O)C(C)(C)[C@@]2(O)[C@H](O)C[C@]23C[C@@](C)(O)[C@H](CC[C@H]12)[C@H]3O (some centres not stated) do in these assays?
NPC1 prom act: -6%; BRCA1 expr up: 12%; Gal4-VP16 FLuc: 5%; CXXC DNA block: 12%; uPA surface inh: 4%; RORg inh: -23%; Rab9 promoter act: -11%; FLuc counter: 6%; p53 reactivator: 9%; MBNL1-CUG inh: -3%; ELG1 genotoxic: 2%

What do the screens show for `COc1cc2c(cc1OC)/C(=C/C(=O)c1ccccc1)NCC2`?
NPC1 prom act: 22%; BRCA1 expr up: -27%; Gal4-VP16 FLuc: -6%; CXXC DNA block: -4%; uPA surface inh: 10%; RORg inh: 5%; Rab9 promoter act: -2%; FLuc counter: -18%; p53 reactivator: -7%; MBNL1-CUG inh: 11%; ELG1 genotoxic: 12%

Results for COCCCNCCOCCOc1c(OC)cccc1OC ?
NPC1 prom act: -2%; BRCA1 expr up: 0%; Gal4-VP16 FLuc: -5%; CXXC DNA block: -1%; uPA surface inh: 4%; RORg inh: -2%; Rab9 promoter act: 5%; FLuc counter: 0%; p53 reactivator: -14%; MBNL1-CUG inh: -12%; ELG1 genotoxic: -4%

Results for COc1cc2[nH]c(=O)c(C(=O)NCc3ccc(F)cc3)c(O)c2cc1OC ?
NPC1 prom act: -3%; BRCA1 expr up: 14%; Gal4-VP16 FLuc: -1%; CXXC DNA block: 18%; uPA surface inh: -13%; RORg inh: -36%; Rab9 promoter act: 0%; FLuc counter: -1%; p53 reactivator: -6%; MBNL1-CUG inh: 14%; ELG1 genotoxic: -4%

How did CC(=O)c1cc2c(cc1NC(=O)CCCC(=O)O)OCO2 do in these assays?
NPC1 prom act: 1%; BRCA1 expr up: -14%; Gal4-VP16 FLuc: -9%; CXXC DNA block: -4%; uPA surface inh: 5%; RORg inh: 13%; Rab9 promoter act: -2%; FLuc counter: 0%; p53 reactivator: 3%; MBNL1-CUG inh: 11%; ELG1 genotoxic: 1%
